High-throughput results deposited in PubChem by Fisher Drug Discovery Resource Center.
mcGAS lum: mouse cGAS inhibition by luminescence. inhibition, % at 12.5 µM. recombinant cGAS, Kinase-Glo ATP depletion luminescence. 0.15% of 160,000 active. Q8C6L5. AID 1259399;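 further: 0% = negative control wells and 100% = reference inhibitor with no enzyme activity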
hcGAS lum: blocks human cGAS activity; Q8N884; recombinant h-cGAS, ATP depletion, Kinase-Glo luminescence; inhibition, % at 12.5 µM; 0.081% of 290,000 active;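 further: 0% = vehicle reaction and 100% = reaction without DNA for no activity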
Target sequence (Q8N884 whole entry, looked up): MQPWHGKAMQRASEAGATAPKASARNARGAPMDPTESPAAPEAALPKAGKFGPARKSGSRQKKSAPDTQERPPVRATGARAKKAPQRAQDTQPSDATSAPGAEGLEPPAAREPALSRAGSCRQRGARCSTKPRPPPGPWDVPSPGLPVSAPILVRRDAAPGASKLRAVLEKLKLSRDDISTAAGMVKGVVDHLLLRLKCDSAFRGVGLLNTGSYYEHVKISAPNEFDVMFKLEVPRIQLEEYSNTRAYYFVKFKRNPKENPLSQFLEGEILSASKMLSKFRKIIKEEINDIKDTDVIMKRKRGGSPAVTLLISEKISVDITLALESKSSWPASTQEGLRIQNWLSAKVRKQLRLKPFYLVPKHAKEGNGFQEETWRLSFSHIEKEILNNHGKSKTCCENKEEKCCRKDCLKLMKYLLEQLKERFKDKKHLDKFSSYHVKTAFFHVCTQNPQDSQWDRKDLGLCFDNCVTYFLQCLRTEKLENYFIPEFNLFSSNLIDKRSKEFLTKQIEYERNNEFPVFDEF
NPYLR7 ag: activates Aedes aegypti NPYLR7 receptor; 0.15% of 270,000 active; activation, % at 10 µM; AID 1259423; HEK293T NPYLR7/Galpha15, GCaMP6s calcium fluorescence; in the data active means activation above about 40%;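 further: 0% = vehicle and 100% = reference agonist at the receptor; some compounds past the cut are filed as inactive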
* marks the source's active call; other numbers are inactive results; x = not tested or not shown; & = joins results of further samples. Unless noted, no stated cut-off is given here; in the data, active means inhibition above about 40%; inactive means the rest.

SMILES | NPYLR7 ag | mcGAS lum | hcGAS lum
CC1(C(=O)NC2Cc3ccccc3C2)CCN1C(=O)C1CCCCC1 (configuration not stated) | 1 | x | -11
C=CCOc1c(OC)ccc2c1CN(C1CCCC1)C(=O)CCN2C(=O)COC | 2 | -8 | -7
O=C(NC1CCN(c2ccccc2C(=O)NC2CC2)CC1)c1ccc(C(F)(F)F)cc1 | -6 | -5 | -5
COc1cc(NC(=O)c2cn[nH]c2C)ccc1Br | -1&-5 | x | -10&-1
CC(C)(C)c1ccc(C(=O)N2CCN(c3ccc(-n4cccn4)nn3)CC2)cc1 | 11 | x | -3
CCCCCOc1ccc(C(=O)N(C)CCNC(=O)C(F)(F)F)cc1OCCCCC | -18 | -3 | -5
Cn1c(=O)c2c(nc(-n3ccnc3)n2C)n(C)c1=O | 1 | x | -1
CC(=O)c1ccc2c(c1)N(Cc1ccc(F)cc1)C(=O)C(C)S2 (configuration not stated) | -1 | x | -7
Cc1ncsc1CCN(C)Cc1cccc(-n2cccn2)c1 | -1 | x | 0
Cc1noc(C)c1CC(=O)Nc1ccc(N(C)C)cc1C(F)(F)F | 3 | -2 | -3
COc1ccc(OC)c(NC(=O)CSc2nc(=O)n3cccc(C)c3n2)c1 | 2 | x | -8
O=C(CCOc1cccc(Cl)c1Cl)Nc1nccs1 | 2 | x | -18
CN(C)c1ccc(NC(=O)C2CCCC2)cc1CN(C(=O)C(C)(C)C)C1CC1 | x | -8 | 0
CC1=C(C(=O)OCc2ccccc2)C(c2ccc(OCc3ccccc3)cc2)NC(=O)N1C (configuration not stated) | -5 | -5 | -5
c1coc(-c2cc(COc3cccc4ccccc34)no2)c1 | -5 | -7 | -5
CCCC(C)(CO)NCc1cnc2cc(C)ccn12 (configuration not stated) | 3 | x | -10
CO[C@H]1CN(C(=O)Nc2ccccc2-c2ccccc2)[C@@H]2CC[C@@H](O)[C@H]1C2 | 31 | -5 | 0
Cc1nc2ccccc2nc1OCC(=O)NCc1ccco1 | 2 | -6 | -7
Cc1cc(C(=O)N(Cc2ccco2)c2nc3c(F)cccc3s2)no1 | -3 | x | 1
Oc1cccc(-c2cc(C3(CNCc4ccc(F)c(F)c4)CC3)ccn2)c1 | -1 | -7 | -9
COc1cc2nc(CSc3nnnn3C3CC3)[nH]c(=O)c2cc1OC | 2 | x | -6
O=C(NCc1ccon1)Nc1cc(F)ccc1N1CCCCC1 | -20 | x | -10
COc1ccc(CON=C(C)c2ccc3c(c2)OCCO3)cc1F | 4 | x | -7
CC(NC(=O)CSc1nc(O)cc(=O)[nH]1)c1ccccc1 (configuration not stated) | -3 | -5 | -2
N=C1/C(=C/c2ccc(C(=O)O)cc2)C(=O)N=C2SC(SCc3ccccc3)=NN12 | -1 | x | 2

Some of the entries so far, with values under each structure:
Values in the order: NPYLR7 ag	mcGAS lum	hcGAS lum
O=C(NCc1ccon1)Nc1cc(F)ccc1N1CCCCC1
→ -20	x	-10
COc1ccc(CON=C(C)c2ccc3c(c2)OCCO3)cc1F
→ 4	x	-7
CC(NC(=O)CSc1nc(O)cc(=O)[nH]1)c1ccccc1 (configuration not stated)
→ -3	-5	-2

Later entries:
SMILES | NPYLR7 ag | mcGAS lum | hcGAS lum
CCCCN1C(=O)Nc2c(Br)cc(Br)cc2S1(=O)=O | -2 | x | 4
O=C1OC(C(=O)NCC2CCCc3ccccc32)Cc2ccccc21 (configuration not stated) | 15 | -11 | -8
CCN(CCO)c1nc(N2CCCCC2)c2cnn(C)c2n1 | 1 | -8 | -5
O=C(NC12CCC(O)C(SC1)C2=O)c1ccccc1 (configuration not stated) | -4 | x | 2
Cc1ccc(C)c(NC(=O)CSc2ccc(-c3sc(C)nc3C)nn2)c1 | 5 | -7 | -7
COCC(O)CSc1nc(C)[nH]c1[N+](=O)[O-] (configuration not stated) | 11 | -3 | -11
COc1ccccc1-c1n[nH]c(=S)n1-c1ccc(C)cc1 | -8 | x | 1
O=C(c1ccc(Cl)cc1Cl)N1CCSC1c1cccs1 (configuration not stated) | 12 | -4 | -3
O=C(C1CCN(C2CCCC2)CC1)N1CCc2c([nH]n(CCO)c2=O)C1 | x | -4 | -10
O=C(Nc1ccccc1Br)N1CCc2nc(-c3ccccc3)nc(N3CCOCC3)c2C1 | 2 | -5 | -5
Cc1ccsc1/C=C/c1n[nH]c(=O)c(C#N)c1C | -1 | x | -11
O=C(CCCc1ccccc1)Nc1ccccc1NC(=O)N1CCCC1 | 0 | x | -6
CCN(Cc1noc(CC(C)C)n1)C(=O)c1ccc2nc(C)c(C)nc2c1 | 16 | x | -9
CSC1=C(C#N)C2(CCCC2)C(C#N)C(=O)N1 (configuration not stated) | -3&-4 | -3 | -4&-6
N#Cc1cc2c(nc1NC1CCCCC1)CCCC2 | -7 | 1 | 4
CC(C)CN(Cc1ccc2c(c1)OCCCO2)Cc1ccccn1 | -2 | -12 | -6
Cc1nc(CC(=O)Nc2cccc(N3CCCCCC3)c2)cs1 | 0 | x | -7
CCOC(=O)C1CCN(C(=O)c2ccc(CSc3nc(COC)cc(N4CCOCC4)n3)o2)CC1 | 12 | -7 | -10
CC1(C(=O)NS(=O)(=O)c2cccc(C#N)c2)CCN1C(=O)Cc1ccccc1 (configuration not stated) | 3 | x | 0
O=C(c1cccc(F)c1)N1CCC2(CCCN(CC3CCCCC3)C2=O)C1 (configuration not stated) | 5 | x | -6
CCOc1cc(C2NC(=O)c3c(n[nH]c3C)N2)ccc1OC(C)C(=O)N(C)C (configuration not stated) | 1 | x | -12
CN1C(=O)C(=Cc2ccccc2OCCOc2ccccc2)C(=O)N(C)C1=O | 2 | -4 | -1
CC(C)(NC(=O)c1cccs1)C(=O)NCC(c1ccc(F)cc1)N1CCCC1 (configuration not stated) | 6 | -10 | -8
Fc1ccc(C2c3[nH]c4ccccc4c3CCN2Cc2ccoc2)cc1 (configuration not stated) | 14 | -11 | -6
O=C(NNC(=O)c1cc(F)ccc1F)c1cccc(S(=O)(=O)N2CCOCC2)c1 | 6 | x | 0

Entries listed so far that have fluorine (12):
SMILES | NPYLR7 ag | mcGAS lum | hcGAS lum
O=C(NC1CCN(c2ccccc2C(=O)NC2CC2)CC1)c1ccc(C(F)(F)F)cc1 | -6 | -5 | -5
CCCCCOc1ccc(C(=O)N(C)CCNC(=O)C(F)(F)F)cc1OCCCCC | -18 | -3 | -5
CC(=O)c1ccc2c(c1)N(Cc1ccc(F)cc1)C(=O)C(C)S2 (configuration not stated) | -1 | x | -7
Cc1noc(C)c1CC(=O)Nc1ccc(N(C)C)cc1C(F)(F)F | 3 | -2 | -3
Cc1cc(C(=O)N(Cc2ccco2)c2nc3c(F)cccc3s2)no1 | -3 | x | 1
Oc1cccc(-c2cc(C3(CNCc4ccc(F)c(F)c4)CC3)ccn2)c1 | -1 | -7 | -9
O=C(NCc1ccon1)Nc1cc(F)ccc1N1CCCCC1 | -20 | x | -10
COc1ccc(CON=C(C)c2ccc3c(c2)OCCO3)cc1F | 4 | x | -7
O=C(c1cccc(F)c1)N1CCC2(CCCN(CC3CCCCC3)C2=O)C1 (configuration not stated) | 5 | x | -6
CC(C)(NC(=O)c1cccs1)C(=O)NCC(c1ccc(F)cc1)N1CCCC1 (configuration not stated) | 6 | -10 | -8
Fc1ccc(C2c3[nH]c4ccccc4c3CCN2Cc2ccoc2)cc1 (configuration not stated) | 14 | -11 | -6
O=C(NNC(=O)c1cc(F)ccc1F)c1cccc(S(=O)(=O)N2CCOCC2)c1 | 6 | x | 0

The list continues.
SMILES | NPYLR7 ag | mcGAS lum | hcGAS lum
COc1ccc(N=C(C)c2c(C(F)(F)F)[nH]n(-c3nc4ccccc4s3)c2=O)c(OC)c1 | -11 | x | -3
C[N+]1(C)CCC(OC(=O)C(c2ccccc2)c2ccccc2)CC1 | -9 | -5 | -1
Cc1ccc(S(=O)(=O)c2cn(C)c3cc(N4CCOCC4)c(F)cc3c2=O)cc1 | -13 | -8 | -7
COC(=O)C1CCCCN1Cc1ccc2c(c1)CN(C(=O)c1ccc3[nH]ccc3c1)CCO2 (configuration not stated) | 12 | -10 | -6
COc1ccc(CCN(Cc2ccc(C)o2)C(=O)CN(CC(C)C)C(=O)c2ccc(Cl)cc2)cc1OC | x | -5 | -1
CCc1nc2c(OCc3ccc4c(c3)OCO4)cccn2c1N(C=O)Cc1ccc(OC)cc1 | 0 | -3 | -4
Nc1nc(-c2ccc(Cl)c(Cl)c2)c(-c2ccncc2)s1 | -18 | x | -3
CC(C)N(C)CCN1C(=O)CC(C(=O)O)C1c1ccc2c(c1)CCO2 (configuration not stated) | 3 | x | -10
CNC(=O)[C@@H]1C[C@@H](N)CN1C(=O)CSC12CC3CC(CC(C3)C1)C2 | -10 | -14 | -2
COc1cccc(C2CCCN2C(=O)c2oc3ccc(C)cc3c2C)c1 (configuration not stated) | 2 | x | -4
COc1ccc(-c2csc(-n3[nH]c(C)c(N=Nc4cccc(Cl)c4C)c3=O)n2)cc1 | 3 | 0 | 3
CCc1nc(NCCN(CC)CC)c(C#N)c2c1COC(C)(C)C2 | 2 | x | -9
CCCCC(Sc1ccc2nnc(-c3ccc(C)cc3)n2n1)C(=O)O (configuration not stated) | 17 | 4 | 4
O=C(CCCc1ccc(Br)s1)Nc1ccncc1 | 8&3 | -9 | -13&-7
C=CCc1cccc(/C=N\NC(=O)CSc2nc3ccccc3n2CC)c1O | 0 | -6 | -6
Clc1ccc(Nc2nc(-c3ccccc3)c3ccccc3n2)c(Cl)c1 | -14 | -7 | -8
O=C(CCc1c[nH]c2ccccc12)N1CCC(Nc2ncccn2)CC1 | 13 | -9 | -6
CCc1ccc(S(=O)(=O)NNC(=O)C(C)C)cc1 | 4 | x | -8
CC(=O)Nc1cc(-c2ccccc2)nn1-c1ccc(C(=O)NCCc2ccccc2F)cc1 | -9 | x | -3
CCc1nc(C)nc(N2CCN(C(=O)C3CCC3)CC2)c1Cc1c(F)cccc1Cl | 0 | -6 | -2
CCc1ccc(S(=O)(=O)N2CCN(c3ccc4nnc(C)n4n3)CC2)s1 | 1 | -5 | -5
COc1ccc(O)c(C2CC(=O)Nc3c2c(-c2ccccc2)nn3C)c1 (configuration not stated) | 21 | -10 | -3
CC1Cc2cc(-c3cc(COC(=O)Cn4cnc5ccccc54)no3)ccc2O1 (configuration not stated) | -2 | x | 0
COc1ccc(-c2cc3nc(NCCCN(C)C)n(C)c(=O)c3s2)c(C)c1 | -3 | x | -1
O=C(c1ccc([N+](=O)[O-])o1)N(Cc1cccnc1)c1nc2c(F)cccc2s1 | -12 | -7 | -5
COc1cccc2c1OCCCN(Cc1nc(-c3ccc(C(F)(F)F)cc3)oc1C)C2 | 4&6 | -11 | -5&-9
COc1ccc(OC)c(C2CCCN2C(=O)CCl)c1 (configuration not stated) | 2 | x | -10
Fc1ccc(C2CN(Cn3cc(Cl)cn3)CCO2)cc1F (configuration not stated) | 3 | x | -16
CC(C)CC(Nc1nc(-c2ccccn2)nc2c1CCNC2)c1cccnc1 (configuration not stated) | 4 | x | -2
OC(c1ccccn1)C1CCN(Cc2cc3n(n2)CCNC3)CC1 (configuration not stated) | 9 | x | -3
Cc1ccc(NC(=O)C(c2ccccc2)N2CCN(C3CCS(=O)(=O)C3)CC2)cc1Cl (configuration not stated) | -2 | -22 | -5
Cc1cc(C)c2c(=O)[nH]c(SCC(=O)Nc3ccccc3)nc2n1 | -8 | -6 | -4
CC(C)c1nccn1CCCNC(=O)c1ccc(-c2cn[nH]c2)nc1 | 3 | x | -5
CCOc1ccccc1N1C(=O)CSC1c1cccc(NC(=O)CCc2ccccc2)c1 (configuration not stated) | x | -7 | -8
O=C(/C=C/c1ccc(F)c(Cl)c1)N1CCN(CC(=O)N2CCCC2)CC1 | 6 | x | -7
CCCn1c(=O)c2c(=S)nc(C3CCC3)[nH]c2n(CCC)c1=O | 5 | x | -2
Cc1nc(C#N)c(NCc2ccco2)o1 | 3 | -4 | 0
COc1cccc(CC2(CO)CCCN(Cc3ccccc3-c3ccco3)C2)c1 (configuration not stated) | -2 | 0 | 0
C=CS(=O)(=O)C(C)CC(N)=O (configuration not stated) | 1 | x | -2
Cc1ccc(NC(=O)CNC(=O)CNC2CC2)cc1 | -4 | x | -2
CCc1ccc(NC(=O)NCCCn2nc(-c3ccc(C)cc3)ccc2=O)cc1 | -3 | x | -3
O=C1COc2ccc(C3=NNC(=Nc4ccccc4Cl)SC3)cc2N1 | -4 | -16 | -4
CC(=O)N(c1cccc(Cl)c1)c1nc(C=C2N=C(c3ccc(F)cc3)OC2=O)cs1 | 5 | x | 11
N#Cc1cn(CC(=O)NCC(F)(F)F)c2ccccc2c1=O | 7 | x | -12
O=C(CCCN1CCCC1=O)NC1CCCN(C2CCCCCC2)C1 (configuration not stated) | 2 | x | -2
COc1ccc(OCCSc2ccc(S(=O)(=O)NC(C)(C)C)cc2[N+](=O)[O-])cc1 | -1 | 1 | 8
O=C1CC(c2cccc3nsnc23)c2c(nc3sccn23)CN1 (configuration not stated) | 9 | x | -7
CC(=O)NCCC1CN(Cc2cnn3c(C)cc(C)nc23)CCO1 (configuration not stated) | x | -13 | -13
Cc1cccn2c(CNCCCn3ccc4ccccc43)c(C(=O)N3CCOCC3)nc12 | 9 | -12 | -11
Cc1cc(C)c(C)c(OCc2nc(CN(C(=O)Cc3ccccc3)C3CC3)cs2)c1 | -1 | -6 | -3
CC(C)(C)C(=O)NCC(=O)N1CCCC1c1ccsc1 (configuration not stated) | -1 | -3 | -2
CCc1noc(C)c1C(=O)N1CCC(n2nccc2NC(=O)CCCc2ccccc2)CC1 | -1 | -10 | -9
